# PGC1a acetyl inh: inhibitors of PGC1a acetylation signal, primary screen, cell-based, U2OS, AlphaScreen, inhibitor mode; AlphaScreen anti-acetyl-lysine; with virally co-expressed GCN5 acetyltransferase; inhibition, % at 15.6 µM; 350,000 compounds, 0.17% hits;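 active = every replicate shows inhibition of at least 40%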;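 also: 0% = neutral control wells and 100% = positive control wells; some results beyond the cut were filed as inactive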
# C2C12 statin: suppressors of statin myotoxicity in C2C12 myotubes, primary screen, cell-based, single point, plate reader; C2C12 myotubes + simvastatin, ATP luminescence, 48 h; scaled: DMSO 0, geranylgeraniol control 100; rescue of ATP level, % at 7.49 µM; 330,000 compounds, 0.78% hits;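 active = mean ATP rescue above about 67%, or every replicate alone reaching that limit, limit read from the data, passing the limit was not always enough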;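 also: myotubes were challenged with 10 µM simvastatin during compound exposure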
# LGR2 antag: inhibitors of bursicon-induced LGR2 CRE-luciferase signal, primary screen, cell-based, HEK293, CRE-luciferase reporter, bursicon stimulation; AID 720647, 2013; bursicon-stimulated, 4 h; 380,000 compounds, 0.35% hits; Drosophila bursicon receptor LGR2 (rickets); inhibition, % at 9.99 µM;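 active = drop in luminescence signal, shown as inhibition above about 50% in the replicate tests, limit read from the data, passing the limit was not always enough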;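 also: agonist challenge used bursicon conditioned medium at about half maximal strength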
# Cneo AK release: Cryptococcus neoformans cell lysis inducers, primary screen, AK release luminescence, single concentration. C. neoformans lysis, adenylate kinase release luminescence, 4 h; normalised: neutral wells 0, clomiphene wells 100. lysis activity, % at 15 µM. 360,000 compounds, 0.2% hits. AID 651654, 2012;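 active = mean lysis activity across replicates of at least 80%, whatever share of replicates individually reach that level; inactive = mean lysis activity below 80%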
#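 Test system: log-phase Cryptococcus neoformans yeast cells. Input: 5 × 10^6 yeast cells/mL. Medium: fresh YPD growth medium. Doses: single dose. Incubation: static 4 h at 37 °C with compound, 1 h detection. Measured by: luminescent adenylate kinase detection reagent. Read-out: signal increase indicating cell lysis. Benchmarks: Clomiphene.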
# ERAP1 HTS inh: human ERAP1 aminopeptidase inhibitors, primary screen, biochemical, single point, plate reader; Endoplasmic reticulum aminopeptidase 1 (Homo sapiens), Q9NZ08; recombinant ERAP1, Leu-AMC fluorescence, 60 min; inhibition, % at 10.7 µM; AID 652197, 2013; 340,000 compounds, 0.15% hits;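 active = mean replicate inhibition of at least 30%, or all replicates individually reaching that 30% level; inactive = mean below 30% and not every replicate reaching it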;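 also: 0% = neutral control wells and 100% = L-leucinethiol positive control wells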
# XiGFP reactiv: activators of inactive X chromosome reactivation, primary screen, imaging, XiGFP fibroblasts, GFP high-content imaging, set 2; activation, % at 7.58 µM; 360,000 compounds, 0.055% hits; XiGFP mouse fibroblasts, % GFP-positive cells imaging, 3 d; cells co-treated with 5-aza-dC sensitizer; scaled so ellipticine positive control = 100%; AID 743238, 2013;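 active = mean normalized replicate activation at least 10% and every replicate at or above 10%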;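 also: 0% = median of on-plate neutral control wells and 100% = ellipticine 6 µM median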
#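 System: 68-5-11 XiGFP fibroblast line; Timing: 3 days compound exposure; Compound dosing: one concentration, pinned; Benchmarks: positive control ellipticine, 6 µM final; Buffer or medium: DMEM containing 5-aza-dC.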
# SIRT5 block: SIRT5 desuccinylase inhibitors, primary screen, biochemical, fluorescence imaging, single point, set 5. AID 652115, 2013. NAD-dependent protein deacylase sirtuin-5, mitochondrial (Homo sapiens), Q9NXA8. Purified SirT5, succinyl-peptide AMC, trypsin-coupled fluorescence. 330,000 compounds, 1.1% hits. inhibition, % at 15 µM; in the data active = inhibition above about 15%
# Target sequence (Q9NXA8 whole entry, looked up): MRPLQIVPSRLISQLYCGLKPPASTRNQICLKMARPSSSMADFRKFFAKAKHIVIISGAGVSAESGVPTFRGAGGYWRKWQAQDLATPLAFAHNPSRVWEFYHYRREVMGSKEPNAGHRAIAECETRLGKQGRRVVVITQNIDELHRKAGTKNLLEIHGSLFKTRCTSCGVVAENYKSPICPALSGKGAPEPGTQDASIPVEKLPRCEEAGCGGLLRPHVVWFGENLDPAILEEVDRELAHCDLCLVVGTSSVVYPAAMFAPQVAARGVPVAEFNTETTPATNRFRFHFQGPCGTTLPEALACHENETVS
# S100A4 inh HTS: inhibitors of S100A4-myosin IIA peptide binding, primary screen, biochemical, fluorescence polarization, TAMRA-MyoIIA peptide; inhibition, % at 10.7 µM; 360,000 compounds, 0.14% hits;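 active = mean inhibition of at least 70% across replicates, with every replicate also reaching that level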
# Target sequence (P26447 whole entry, looked up): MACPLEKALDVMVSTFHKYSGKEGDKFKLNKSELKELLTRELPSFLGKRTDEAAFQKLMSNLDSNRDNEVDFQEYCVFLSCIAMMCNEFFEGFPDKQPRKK
#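 Test system – S100A4 monomer (human) · Compound – single-point compound testing · Schedule – 5 min incubation before reading · Probe or stimulus – TAMRA-labelled myosin IIA heavy-chain peptide probe, 5 nM · Benchmarks – neutral control DMSO, positive control TFP · Medium – Calcium-containing HEPES buffer, pH 7.2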
# * = called active by the depositor; x = no result given; & = joins results of further samples. Some of the compounds tested; the hit share may differ from the screen's.
cpd	molecule	PGC1a acetyl inh	C2C12 statin	LGR2 antag	Cneo AK release
1	CN(C)c1ccc2c(c1)[C@H]1C[C@@H](CC(=O)NCc3ccc4c(c3)OCO4)O[C@@H](CO)[C@H]1O2	1	7	17	-4
2	COc1ccc2c3c(n(C)c2c1)[C@H](CO)N(C(=O)c1ccccn1)CC31CCN(C(=O)c2ccccn2)CC1	x	x	-11	x
3	Cc1noc(C)c1S(=O)(=O)Nc1ccc2c(c1)C(=O)N([C@H](C)CO)C[C@@H](C)[C@@H](CN(C)C(=O)Nc1cccc3ccccc13)O2	7	30	18	1
4	O=C(c1cccnc1)N(Cc1ccccc1)C1(C(=O)Nc2ccccc2)CCCCC1	-9	x	28	-3
5	CN1CCN(C(=O)C[C@H]2C=C[C@@H](NC(=O)Cc3ccccn3)[C@H](CO)O2)CC1	x	7	-19	-2
6	CCOc1ccccc1C1NC(=O)NC(C)=C1C(=O)OCc1ccccc1 (configuration not stated)	4	-2	3	-3
7	O=C1N(Cc2ccccc2)Cc2ccccc2[C@H]2OC(c3ccc(OCCCO)cc3)=N[C@@]12CCS(=O)(=O)c1ccccc1	x	x	x	-2
8	CCS(=O)(=O)Nc1ccc2c(c1)C(=O)N(C)C[C@H](OC)[C@H](C)CN(C(=O)C1CCC1)[C@H](C)CO2	-1	1	-9	-7
9	CCCCCn1cnnc1SCC(=O)c1c(N)n(C2CC2)c(=O)[nH]c1=O	-1	-3	19	x
10	C[C@H]1CN([C@@H](C)CO)C(=O)Cc2cc(NC(=O)NC3CCCCC3)ccc2O[C@@H]1CN(C)Cc1ccc(C(=O)Nc2ccccc2N)cc1	-6	x	-16	x
11	Cc1cccc(-c2ccc3c(c2)C2CC3CCN2Cc2ccc3c(c2)OCO3)c1 (configuration not stated)	-4	-5	0	-3
12	OCC[C@H]1C[C@@H](O)[C@H](O)[C@]2(CCCc3ccccc3O2)O1	-11	-5	-4	1

cpd	ERAP1 HTS inh	XiGFP reactiv	SIRT5 block	S100A4 inh HTS
1	-1	-0.1	-1	-9
2	-6	0.3	-1	-3
3	0	0.0	3	-6
4	x	0.2	x	x
5	3	0.0	-1	27
6	0	0.1	-3	-11
7	-4	x	12	-2
8	3	-0.2	-4	3
9	0	0.0	-1	3
10	-1	0.4	-3	2
11	-1	0.0	-8	10
12	-2	-0.1	-1	1

# Rewritten with two lines to a compound: part of the list above.
# Below each compound: PGC1a acetyl inh	C2C12 statin	LGR2 antag	Cneo AK release	ERAP1 HTS inh	XiGFP reactiv	SIRT5 block	S100A4 inh HTS
(3) Cc1noc(C)c1S(=O)(=O)Nc1ccc2c(c1)C(=O)N([C@H](C)CO)C[C@@H](C)[C@@H](CN(C)C(=O)Nc1cccc3ccccc13)O2
  7	30	18	1	0	0.0	3	-6
(5) CN1CCN(C(=O)C[C@H]2C=C[C@@H](NC(=O)Cc3ccccn3)[C@H](CO)O2)CC1
  x	7	-19	-2	3	0.0	-1	27

# (cont.)
cpd	molecule	PGC1a acetyl inh	C2C12 statin	LGR2 antag	Cneo AK release
13	Cc1cc2nc(-c3cccc(Br)c3)c(Cc3ccccc3)n2c(C)c1Br	-8	-9	-24	-1
14	C[C@@H]1CN([C@H](C)CO)C(=O)c2cc(-c3cccc(F)c3)cnc2O[C@@H]1CN(C)C(=O)C1CC1	-4	-11	-12	x
15	COc1ccc(C(=O)O)cc1S(=O)(=O)Nc1ccc(N2CCCCC2)cc1	11	x	-22	x
16	CCCNc1cc(C)oc(=O)c1C(=O)CC	x	x	18	x
17	Cc1nc2ccc(NC(=O)Cc3ccccc3F)cc2s1	x	x	-55	x
18	CCCCC[C@H](O)/C=C/[C@@H]1[C@@H](C/C=C\CCCC(=O)O)[C@@H](O)C[C@H]1O	-17	13	-14	-1
19	CC(=O)c1cn(CC(=O)Nc2ccccc2Cl)c2ccccc12	-17	13	11	-2
20	CC(C)N(C)c1ncnc2c1ncn2[C@H]1CN(Cc2ccc(F)cc2)C[C@@H](CO)O1	1	-3	-23	3
21	CCc1ccccc1NC(=O)NC1CC2CCC(C1)N2Cc1ccco1 (configuration not stated)	-3	x	26	x
22	C=CCn1c(SCC(=O)N2CCCC2)nc2cc(C(=O)NCC3CCCO3)ccc2c1=O (configuration not stated)	-18	6	20	-2
23	O=C1CCC(/C=C/c2ccccc2)=NN1Cc1ccccc1	-5	x	-8	x
24	CC(CCc1ccccc1)NC(=O)Cc1cccs1 (configuration not stated)	x	x	0	x

cpd	ERAP1 HTS inh	XiGFP reactiv	SIRT5 block	S100A4 inh HTS
13	-7	0.0	-3	36
14	x	-0.9	x	x
15	2	0.2	-1	-14
16	-3	0.0	-3	0
17	4	0.3	-3	-4
18	0	-0.1	-4	-1
19	3	0.2	-1	1
20	-4	0.0	2	-2
21	-7	0.3	2	-7
22	x	x	x	x
23	-1	0.0	-7	-1
24	-3	0.3	-5	-3

# Going on with the list:
cpd	molecule	PGC1a acetyl inh	C2C12 statin	LGR2 antag	Cneo AK release
25	OC1(c2ccc(Br)cc2)CCNCC1	-18	-2	15	4
26	COc1ccc(NC(=O)CN(C)S(=O)(=O)c2ccc(C)cc2)c([N+](=O)[O-])c1	x	x	20	x
27	CCc1cc(=O)oc2cc(OC(C)C(=O)NCC3CCC(C(=O)O)CC3)c(Cl)cc12 (configuration not stated)	-5	4	3	4
28	O=C1NC[C@H](CCCCN2C[C@@H](Cc3ccccc3)N(CCC3CCCCC3)C(=O)C2=O)N(CCC2CCCCC2)C1=O	x	x	0	x
29	COc1ccc(S(=O)(=O)Nc2cccc3c2O[C@H](CN(C)S(=O)(=O)c2cccs2)[C@@H](C)CN([C@H](C)CO)C3=O)cc1	-4	2	7&11	-2&8
30	Cc1cc(C)cc(NC(=O)CCc2c(C)nn(-c3ccc(N4CCOCC4)nn3)c2C)c1	-3	4	-12	-1
31	Cc1ccccc1CSc1ccc2nnc(-c3ccccn3)n2n1	2	0	1	0
32	CO[C@H]1CN(C)C(=O)c2cc(NS(=O)(=O)c3ccccc3C)ccc2OC[C@@H](C)NC[C@@H]1C	-2	-13	3	2
33	COc1ccc(N2CCN(C(=O)CSc3nc(C)cs3)CC2)cc1	-10	x	1	x
34	CN(C)CCOc1ccc(C(C)(C)c2ccccc2)cc1	4	x	10	x
35	COc1ccc(Cl)cc1S(=O)(=O)NC(C)c1cnn(-c2ccccn2)c1C (configuration not stated)	-1	-2	10	0
36	Clc1nccc(N2CCN(c3ccccc3Cl)CC2)n1	10	x	-3	1

cpd	ERAP1 HTS inh	XiGFP reactiv	SIRT5 block	S100A4 inh HTS
25	x	x	x	x
26	3	0.2	-1	-2
27	-4	x	2	-24
28	-2	-0.1	0	1
29	-1&0	-0.2&0.0	-6&-6	-4&-3
30	-4	-0.1	-2	-2
31	5	0.0	-4	0
32	-2	0.0	-1	8
33	-4	0.0	1	-4
34	-3	0.2	-9	-3
35	3	0.0	0	-1
36	x	0.2	18*	-1

# Other structures follow.
cpd	molecule	PGC1a acetyl inh	C2C12 statin	LGR2 antag	Cneo AK release
37	COc1nc(N)c(S(=O)(=O)c2ccccc2)cc1C#N	4	-7	-10	-5
38	C[C@@H]1CN([C@H](C)CO)C(=O)c2cccc(NC(=O)Nc3ccc4c(c3)OCO4)c2O[C@@H]1CN(C)Cc1ccc(-c2ccccc2)cc1	4	x	10	5
39	CNC[C@@H]1Oc2ccc(NS(=O)(=O)c3ccc(OC)cc3)cc2CC(=O)N([C@H](C)CO)C[C@@H]1C	0&18	-8&17	0	-6&-2
40	CC(C)NC(=O)N(C)C[C@H]1OCCCC[C@@H](C)Oc2ccc(NC(=O)Nc3ccccc3)cc2C(=O)N([C@@H](C)CO)C[C@H]1C	3	x	2	0
41	Cc1nnc(SCCOc2ccccc2)s1	6	x	-27	x
42	O=C(O)c1cc(-c2ccccc2)nn1CC1CC(c2cccc([N+](=O)[O-])c2)=NO1 (configuration not stated)	x	x	x	x
43	CC1(C(=O)N/N=C/c2cc3c(cc2Br)OCO3)CC1(Br)Br (configuration not stated)	3	x	2	2
44	CCS(=O)(=O)c1ccc2oc(Nc3cc(Cl)ccc3OC)nc2c1	1	-9	-5	6
45	Cc1cc(NC(=O)COc2ccc([N+](=O)[O-])cc2)no1	x	-2	12	-3
46	CCC(=O)Nc1nc(C)c(-c2csc(Nc3cccc(O)c3)n2)s1	x	-73	-7	0
47	CCCNC(=O)N1CCC2(CC1)CN(C(=O)CCC)[C@@H](CO)c1[nH]c3cc(OC)ccc3c12	5	x	9	x
48	CC(=O)Nc1cccc(NC(=O)CCNC(=O)c2ccc(Cl)cc2)c1	-1	0	11	-2

cpd	ERAP1 HTS inh	XiGFP reactiv	SIRT5 block	S100A4 inh HTS
37	x	x	x	x
38	0	-0.6	9	-48
39	11	-0.1	3	8
40	1	-0.1	-3	-5
41	-9	0.0	-6	2
42	-7	0.1	-1	-3
43	-8	0.0	-1	-10
44	0	0.2	-2	3
45	-2	0.3	1	-4
46	1	-0.1	6	-5
47	0	-0.1	-5	-6
48	-1	0.0	1	-5

# Remaining list, next part.
cpd	molecule	PGC1a acetyl inh	C2C12 statin	LGR2 antag	Cneo AK release
49	COc1ccc(C2Nc3ccccc3C(=O)N2Cc2ccccc2)cc1CN1CCOCC1 (configuration not stated)	-8	x	-13	x
50	O=C(Oc1ccccc1Cl)c1ccccc1P(=O)(O)O	1	19	-10	-4
51	C[C@@H]1CCCCO[C@@H](CN(C)Cc2ccncc2)[C@H](C)CN([C@@H](C)CO)C(=O)c2cc(NC(=O)CCCCCC(=O)Nc3ccccc3N)ccc2O1	6	x	-21	x
52	COCC(=O)N1CCCCN2[C@@H](CO)[C@@H](c3ccc(C#Cc4ccccc4)cc3)[C@@H]2C1	-1	5	-16	-7
53	CO[C@H](CN(C)S(=O)(=O)c1ccc(Cl)cc1)[C@@H](C)CN(C(=O)Nc1ccccc1F)[C@@H](C)CO	5	18	-27	-2
54	COc1ccccc1NC(=S)NNC(=O)c1ccccc1Br	x	x	-34	x
55	C[C@H]1CN([C@@H](C)CO)C(=O)CCCn2nncc2CO[C@@H]1CN(C)S(=O)(=O)c1ccc2ccccc2c1	8&8	1&8	-10&10	0&-3
56	CSc1cccc(CNC(=O)CC2C(=O)NCCN2CC(C)(C)C)c1 (configuration not stated)	x	x	x	x
57	CCNC(=O)C[C@@H]1CC[C@@H]2[C@@H](COc3ccc(NC(=O)Nc4c(C)noc4C)cc3C(=O)N2C)O1	7	-8	4	0

cpd	ERAP1 HTS inh	XiGFP reactiv	SIRT5 block	S100A4 inh HTS
49	x	0.0	-16	4
50	x	x	x	x
51	-1	0.1	8	-1
52	1	0.0	-1	-1
53	1	0.3	-2	1
54	5	-0.1	1	3
55	10&0	0.1&-0.5	-2&-4	-1&-13
56	-6	0.0	1	1
57	-3	0.3	2	-3
